Compound activity as filed in PubChem BioAssay.
B2AR arrestin: recruits beta-arrestin to the human beta2-adrenergic receptor | P07550 | beta-arrestin recruitment to beta2AR, cell-based reporter | Potency, µM (series often up to 46.1 µM), for the others: top-dose activation, actives largely listed as activators | 0.02% of 330,000 active | AID 492947;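 further: potency means the concentration at half of the fitted maximal effect; 0% = DMSO controls and full agonism = EC100 isoproterenol or metaproterenol; nearly all actives have a fitted effect of over 65% in size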
Target sequence (P07550 whole entry, looked up): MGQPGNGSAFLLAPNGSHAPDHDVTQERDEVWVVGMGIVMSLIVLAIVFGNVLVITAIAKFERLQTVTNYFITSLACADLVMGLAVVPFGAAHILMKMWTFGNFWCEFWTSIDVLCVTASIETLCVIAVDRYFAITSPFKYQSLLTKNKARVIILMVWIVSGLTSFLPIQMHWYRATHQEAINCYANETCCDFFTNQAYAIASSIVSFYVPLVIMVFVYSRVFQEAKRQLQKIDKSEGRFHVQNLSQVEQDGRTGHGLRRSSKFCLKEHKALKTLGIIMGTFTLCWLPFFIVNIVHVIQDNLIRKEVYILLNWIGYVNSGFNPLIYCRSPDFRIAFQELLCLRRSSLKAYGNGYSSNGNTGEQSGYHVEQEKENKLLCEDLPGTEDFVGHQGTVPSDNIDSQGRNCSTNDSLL
KCNH2 3.1 inh: blocks the human KCNH2 3.1 channel isoform | U2OS KCNH2 3.1, thallium flux FluxOr; stronger effect = lower value | activity change, % (tested at about 1.8 µM) | AID 720553 | 0.95% of 340,000 active;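 active means maximum activity change below -70%; inconclusive means maximum activity change from -70% to -50%; inactive means maximum activity change above -50%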;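 further: thallium influx rate constant from kinetic fluorescence after stimulation buffer; on the % scale 0 is the no-effect control and ±100 the full control effect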
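Virally transduced U2OS (3.1 isoform, 4 h infection in dark at RT) → overnight 37 C → FluxOr + Red40 in HBSS/HEPES, 45 min → stimulation buffer, 2 min kinetic read → rate constant vs DMSO controls.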
Menin MLL FP TR: displaces Texas Red mutant MLL peptide from human menin; Potency, µM (top dose mostly 61.6 µM), for inactives: at the top dose FP activity change, negative = inhibition, most hits filed as inhibitors; O00255; 0.23% of 270,000 active; Menin + Texas Red MLL mutant peptide, fluorescence polarization; active means well fitted inhibition curve with a large enough effect in the polarisation, with a control signal flat, not every such curve was filed as active; inconclusive means small, poorly fitted or top-dose-only effect, or effect the other way, or a change in a side signal; inactive means no such curve, though single readings can be large or run the other way; the % refers to the polarisation; further: potency means the concentration at half of the fitted maximal effect; % of control where 0% means no effect; many of its hits are not listed in these tables
Coupling enz: coupling enzyme interference in Giardia aldolase counter-screen. activity change, negative = inhibition, % at 58.2 µM, hits read low. 0.67% of 290,000 active. coupling enzyme system counterscreen, AmpLite Red fluorescence; in the data active means activity change below about -30%; further: on the % scale 0 is the no-effect control and ±100 the full control effect
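Coupling enzymes only (glyceraldehyde-3-phosphate) + compound, at 57.5 uM final, 10 min RT; add substrate/coupling/AmpLite Red mix, 20 min RT; fluorescence ex 525/em 598 nm. Actives flag coupling-system interference.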
hERG WT inh: KCNH2 (human, wildtype) channel inhibition; activity change, % at 1.84 µM; AID 720551; 0.37% of 340,000 active; U2OS, BacMam KCNH2, thallium flux FluxOr; stronger effect = lower value;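 active means maximum activity change below -70%; inconclusive means maximum activity change between -70% and -50%; inactive means maximum activity change above -50%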; further: on the % scale 0 is the no-effect control and ±100 the full control effect
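U2OS cells transduced with wild-type KCNH2 virus are loaded with FluxOr dye for 45 min, and thallium flux is measured in kinetic reads before and after stimulation buffer. Rate constants are normalized to DMSO controls.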
Giardia kill: Giardia lamblia killing. Giardia lamblia trophozoite viability. activity change, % at 7.66 µM, hits read low. 0.15% of 340,000 active; in the data active means activity change below about -80%; inconclusive means between about -30% and that limit;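 further: parasites exposed to compound for two days anaerobically before the ATP read; on the % scale 0 is the no-effect control and ±100 the full control effect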
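Viability, read as ATP luminescence: trophozoites at 100 cells/well, compound added, 48 hrs anaerobic at 37 deg C, then 15-30 min room-temperature development before reading.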
USP2a inh: inhibitors of human ubiquitin-specific protease USP2a; Potency, µM (highest dose often 38.3 µM), inactives show top-dose activity change, negative = inhibition, hits mostly inhibitors; 0.01% of 330,000 active; USP2 core, Ub-CHOP2 coupled fluorogenic reporter, 485/531;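 further: potency means the concentration at half of the fitted maximal effect; plate controls were DMSO wells for no effect and full inhibition by NEM control for full effect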
Target sequence (O75604 whole entry, looked up): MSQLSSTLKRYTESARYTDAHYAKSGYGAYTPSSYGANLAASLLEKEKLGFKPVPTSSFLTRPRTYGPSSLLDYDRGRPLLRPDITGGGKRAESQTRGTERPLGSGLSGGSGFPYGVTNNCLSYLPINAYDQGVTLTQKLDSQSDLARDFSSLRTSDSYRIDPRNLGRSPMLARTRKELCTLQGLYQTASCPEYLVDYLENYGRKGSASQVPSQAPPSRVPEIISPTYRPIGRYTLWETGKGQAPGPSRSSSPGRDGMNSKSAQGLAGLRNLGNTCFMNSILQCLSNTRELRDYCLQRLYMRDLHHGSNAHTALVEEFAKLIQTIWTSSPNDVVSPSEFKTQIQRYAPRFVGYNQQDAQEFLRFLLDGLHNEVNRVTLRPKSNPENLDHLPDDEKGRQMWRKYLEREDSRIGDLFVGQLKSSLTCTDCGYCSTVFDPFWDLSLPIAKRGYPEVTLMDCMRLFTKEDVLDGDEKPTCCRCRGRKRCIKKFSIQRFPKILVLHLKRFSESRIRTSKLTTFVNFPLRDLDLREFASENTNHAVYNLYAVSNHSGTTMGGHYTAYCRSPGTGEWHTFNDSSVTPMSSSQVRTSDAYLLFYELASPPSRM
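USP2 core (10nM final) preincubated 30min RT with compound in 20mM Tris-HCl pH 8.0, 2mM CaCl2, 2mM beta-mercaptoethanol, 0.05% CHAPS; 25nM Ub-CHOP2 plus 25nM reporter substrate added, fluorescence (Ex485/Em531) read after 60min.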
TRPV1 ag: activates the human vanilloid receptor TRPV1; Q8NER1; TRPV1-expressing cells, Fluo-8 calcium influx, agonist mode; activation, % at 8.33 µM; 0.19% of 320,000 active; in the data active means activation above about 80%; inconclusive means between about 30% and that limit; further: 0% is about no effect
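Cells expressing TRPV1 were dye-loaded with Fluo-8 and read kinetically: 10 s baseline, 3 min after compound (agonist portion), then 2 min after EC20 capsaicin (allosteric enhancer portion). Calcium-bound dye fluorescence at 480/520 nm.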
PKM2 act: PKM2 (human) enzyme activation; P14618; purified PKM2, Kinase-Glo ATP luminescence, activation; response scale: 0% is enzyme alone, no compound; Potency, µM (top dose mostly 57.5 µM), inactives show at the highest dose activation, actives largely listed as activators; 0.34% of 260,000 active; AID 1631; further: potency means the concentration at half of the fitted maximal effect; on the % scale 0 is the no-effect control and ±100 the full control effect; nearly all actives have a fitted effect of over 55% in size
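Purified hPK-M2 (>95% pure) converted ADP (0.1 mM final) to ATP with 0.5 mM PEP in 50 mM imidazole pH7.2, KCl, MgCl2, Tween 20, BSA; 1 h at room temperature. ATP detected by Kinase-Glo luminescence.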
GALK inhibitor: galactokinase (human) inhibition; P51570; Purified GALK, Kinase-Glo residual ATP luminescence; Potency, µM (top dose mostly 57.5 µM), inactives show top-dose activity change, negative = inhibition, most hits filed as inhibitors; 0.007% of 270,000 active; AID 1868; further: potency means the concentration at half of the fitted maximal effect; on the % scale 0 is the no-effect control and ±100 the full control effect
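GALK at 5 nM final was combined with compound, 35 uM ATP and 100 uM galactose in HEPES pH8.0 with MgCl2 and DTT. The reaction ran one hour at room temperature before luminescent ATP detection.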
MLL CXXC-DNA inh: inhibitors of human MLL CXXC domain-DNA interaction | MLL-CXXC / FITC-HOXA9 DNA fluorescence polarization | Potency, µM (series often up to 115 µM), for inactives: at the highest dose activity change, negative = inhibition, usual class: inhibitors | AID 2662 | Q03164 | 0.037% of 290,000 active; active means well fitted inhibition curve with a large enough effect in the polarisation, with a control signal flat, not every such curve was filed as active; inconclusive means small, poorly fitted or top-dose-only effect, or effect the other way, or a change in a side signal; inactive means no such curve, though single readings can be large or run the other way; the % refers to the polarisation; further: potency means the concentration at half of the fitted maximal effect
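Purified MLL-CXXC (added from a 7 uM solution) was preincubated 5 min at ambient with pinned compounds in 50 mM Tris-HCl pH 7.5, 50 mM NaCl, 1 mM DTT, 0.05% BSA. Fluorescein-labeled HOX-A9 DNA (50 nM solution) followed, 30 min, then polarization read.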
The depositor's hits bear a star; ? = inconclusive; nt = no result given; & = joins results of further samples; [ ] = remark or other dose. Unless noted, the call rests on the fitted dose curve; in most records, active means well fitted curve in the direction sought with a large enough effect; inconclusive means small, poorly fitted or top-dose-only effect, or another doubt; inactive means no such curve, though single readings can be large; an effect the other way counts as inactive or inconclusive.

SMILES | B2AR arrestin | KCNH2 3.1 inh | Menin MLL FP TR | Coupling enz | hERG WT inh | Giardia kill | USP2a inh | TRPV1 ag | PKM2 act | GALK inhibitor | MLL CXXC-DNA inh
Cc1c(NC(=S)Nc2ccccc2C(F)(F)F)cccc1[N+](=O)[O-] | -0.7% | -3 | 1% | 3 | -1 | -3 | 5% | -6 | -2% | 0% | 4%
CN1CCN(S(=O)(=O)c2ccc(NC(=O)c3cccc(F)c3)cc2)CC1 | -0.2% | 9 | 8% | -1 | 0 | 16 | 3% | 5 | -1%[11.5 µM] | 6% | -6%
CC(NS(=O)(=O)c1ccc([N+](=O)[O-])cc1)C(c1cccs1)N1CCOCC1 (stereo not given) | -0.2% | 21 | -1% | 0 | 4 | 10 | 1% | 2 | 8% | -1% | 1%
O=C(NCC1CCCO1)c1cnc(Cl)c(Cl)c1 (stereo not given) | 4.6% | 2 | 5% | 1 | 11 | 16 | 3% | -1 | nt | -1% | 3%
O=C(/C=C/c1ccc(O)c(O)c1)c1ccccc1O | 0.2% | -24 | nt | -7 | 4 | 10 | 4% | 4 | -3% | 2% | 32%[activator]
COc1ccc(NC(=O)c2cccc(S(=O)(=O)N3CCOCC3)c2)cn1 | 0.0% | 16 | -1% | -20 | -2 | -5 | 5% | ? | -4% | 0% | -14%
CCC1(CC)Cc2ccccc2C(=C(C#N)C#N)N1 | -0.1% | 2 | 1% | 2 | 0 | -12 | -4% | 2 | -6% | 0% | -7%
Clc1ccc2c(NCc3ccco3)ncnc2c1 | -0.9% | 23 | -7% | 2 | -1 | 10 | 2% | 4 | 8% | 0% | 6%
CCn1c(=N)c(S(=O)(=O)c2ccccc2)cc2c(=O)n3ccccc3nc21 | 0.0% | -24 | 1% | -2 | -1 | 0 | 1% | 0 | -1% | 4% | -5%
Cc1nn(CCO)c2c1C(=O)CCC2 | 0.3% | -10 | 2% | 0 | 0 | -10 | 2% | -1 | 7% | 2% | -4%
O=C(c1cc(=O)[nH]c2ccccc12)N1CCN(c2ccc([N+](=O)[O-])cc2)CC1 | 0.6% | -45 | nt | 4 | 9 | -13 | 7% | nt | 2% | -3% | 30%
Cc1ccc(Cl)cc1N1CCN(Cc2nc3ccsc3c(=O)[nH]2)CC1 | -0.1% | -8 | 0% | 0 | -1 | -10 | -5% | 1 | -1% | -2% | 4%
Fc1ccc(-c2csc(N3CCSCC3)n2)cc1 | -0.2% | -24 | 0% | 1 | -3 | 8 | 7% | ? | 1% | -1% | 5%
Cc1n[nH]c(=O)nc1N/N=C/c1ccc(O)c([N+](=O)[O-])c1 | -0.4% | 8 | -11% | 3 | 4 | -17 | -1% | -1 | -31% | 0% | -6%
CC1CC(C)CN(C(=O)COC(=O)c2cc(S(=O)(=O)N3CCOCC3)ccc2F)C1 (stereo not given) | -0.2% | 1 | nt | nt | 5 | -9 | 0% | 7 | nt | nt | nt
CCOC(=O)N1CCC(NS(=O)(=O)c2ccc3c(c2)OCC(=O)N3)CC1 | 0.5% | -4 | -9% | 0 | -2 | 4 | -1% | 0 | 1% | -1% | 5%
Cc1cccc(C(=O)NCC(=O)OCC(=O)c2ccc(Br)s2)c1 | 0.0% | 0 | nt | nt | 4 | 15 | -5% | nt | nt | nt | nt
CC1C(=O)Nc2ccc(S(=O)(=O)N3CCN(c4ccccc4F)CC3)cc2NC1=O (stereo not given) | 0.0% | 2 | 4% | 3 | 4 | 6 | -1% | -4 | -1% | nt | nt
OCCN1CCN(c2nc3ccccc3nc2-c2ccccc2)CC1 | 0.4% | -6 | -24% | -2 | -4 | 4 | 0% | 5 | 0% | 0% | -7%
COc1ccc(CNC(=O)c2ccc(CS(=O)(=O)c3ccc(C)cc3)o2)cc1 | 0.3% | -10 | nt | nt | -3 | -6 | 2% | 2 | nt | -6% | 9%
Cc1cc(C)cc(Nc2c3c(nc4ncnn24)CCC3)c1 | 0.5% | -7 | -23% | 3 | -3 | 21 | -1% | 1 | -1% | 3% | -20%
COc1ccc(CNC(=O)c2ccc(NS(=O)(=O)c3c(C)noc3C)cc2)cc1 | -3.7% | 18 | 2% | 6 | -15 | 4 | -1% | 0 | ? | -2% | -12%
CC(C)(C)C(=O)Nc1nc(C2CCCN2S(=O)(=O)c2ccc(Cl)cc2)cs1 (stereo not given) | 0.3% | -1 | -2% | 0 | -1 | -19 | -5% | 9 | -5% | 5% | 17%
O=S(=O)(Nc1ccc(Cl)cc1)c1ccc2c(c1)CCO2 | -0.7% | 3 | nt | 5 | -3 | 24 | 0% | -1 | 18µM* | 1% | -9%
Cn1cc(-c2ccccc2C(N)=O)c(=O)c2ccccc21 | -0.2% | 12 | 3% | 1 | 0 | -13 | 17% | -4 | -1% | 1% | 9%
CC(OC(=O)c1ccc(C(C)(C)C)cc1)C(=O)NC1CCCCC1C (stereo not given) | -0.3% | -33 | nt | nt | -5 | 31[activator] | 1% | ? | 2% | 4% | -5%
CC1CN(S(=O)(=O)c2ccc(Cl)c(C(F)(F)F)c2)CC(C)O1 (stereo not given) | -0.4% | 19 | 0% | -11 | -28 | 3 | 0% | -4 | 2% | 2% | 0%
Cc1c(NS(=O)(=O)c2cccs2)c(=O)n(-c2ccccc2)n1C | 0.3% | 6 | 4% | 2 | 15 | -2 | -1% | 0 | -1% | 7% | 9%
O=C(c1cccn2c(=O)c3cc4ccccc4cc3nc12)N1CCN(c2ccccc2)CC1 | -3.3% | nt | -9% | -1 | nt | nt | 2% | 1 | -4% | 0% | ?
CN(Cc1ccccc1F)C(=O)CN1C(=O)NC2(CCc3ccccc32)C1=O (stereo not given) | -0.7% | 3 | nt | nt | -2 | -3 | -1% | -5 | nt | nt | nt
Cc1cc(C)c(OCCCNCc2ccccc2)c(Br)c1 | 0.5% | -44 | ? | 1 | 13 | -4 | -1% | 14 | 2% | -1% | ?
CCOC(=O)C1C(=O)CC(C)(O)C(C(=O)OCC)C1c1ccc(SC)cc1 (stereo not given) | -0.1% | -8 | 2% | -1 | -5 | ? | 1% | 4 | -12% | 0% | 0%
COc1ccc(C2NC(=O)C(C#N)=C(S)N2c2ccccc2)cc1OC (stereo not given) | -0.8% | -1 | -9% | 5 | -5 | -7 | 10% | 2 | 5% | -3% | ?
CCOC(=O)c1cc(C#N)c(Nc2ccc(C)cc2)nc1C(F)(F)F | -0.3% | 15 | nt | 1 | 2 | -7 | 1% | ? | -8% | 0% | -1%
O=C1C(Cl)=C(N2CCN(Cc3ccccc3)CC2)C(=O)N1c1ccccc1 | -0.1% | 4 | -16% | 0 | 0 | 41[activator] | -2% | 3 | 10% | -3% | 10%
Cc1csc(NC(=O)c2c(-c3c(F)cccc3Cl)noc2C)n1 | 0.2% | 0 | nt | nt | -9 | -17 | 1% | 2 | nt | nt | nt
CC(=O)Nc1nc2c(C)cc(NC(=O)C3CCCCC3)cc2s1 | -0.2% | -6 | nt | 0 | 3 | -26 | 2% | -3 | nt | -2% | -13%
CCOC(=O)COn1c(=O)c(-c2ccccc2)[n+]([O-])c2ccccc21 | 0.2% | 11 | -11% | 1 | -1 | 13 | -1% | 5 | nt | 5% | -3%
CC1CCN(C(=O)COC(=O)c2n[nH]c(=O)c3ccccc23)CC1 | 0.4% | -8 | nt | nt | -22 | -14 | 1% | -4 | nt | nt | nt
Cc1cccc2c(C(=O)N3CCN(c4ccccc4)CC3)cc(-c3ccncc3)nc12 | -0.4% | -2 | nt | nt | 9 | -5 | -6% | -3 | 0% | 3% | -8%
COc1cc2c(cc1OC)CN(C(C)C(=O)Nc1cccc(S(=O)(=O)N3CCOCC3)c1)CC2 (stereo not given) | -2.1% | 10 | nt | nt | 3 | -5 | -1% | 2 | nt | nt | nt
CC(=O)c1ccc(NC(=O)COC(=O)c2ccccc2Sc2ccccc2C#N)cc1 | -0.4% | 13 | -11% | 2 | -2 | 10 | -1% | -6 | 1% | -1% | 2%
COc1ccc(CC(=O)NNc2ncnc3c2cnn3-c2ccccc2)cc1 | 1.2% | -2 | -3% | 1 | -1 | -16 | 2% | 3 | -6% | 3% | ?
CCN(CC)C(=O)CC(c1ccc2c(c1)OCO2)c1c(O)cc(OC)cc1OC (stereo not given) | 0.0% | 8 | 2% | -15&-10 | -4 | 11&-5 | 3% | 6 | -8% | -3% | 4%
CCc1ccccc1NC(=O)[C@@H]1CCC(=O)N1C1OC(=O)c2c1ccc(OC)c2OC (stereo not given in full) | 0.1% | -7 | 0% | -1 | -2 | 31[activator] | 1% | 1 | 3% | nt | -4%
Cc1ccc(C)c(N2CCN(c3ncnc4c3cnn4-c3ccccc3)CC2)c1 | 0.0% | -2 | 11% | 2 | 6 | 0 | 9% | 2 | 4% | 1% | -7%

A portion of the library (hit frequency here may not be typical).
